# Source: PubChem BioAssay (several laboratories)
# Bcl-B displacement = displacers of TR3 peptide from Bcl-B, primary screen, selectivity assay for Bfl-1 inhibitor project, biochemical, fluorescence polarization; FP displacement of FITC-TR3 peptide from Bcl-B; higher % means a stronger effect; displacement, % at 20 µM; hits with a dose series show IC50 in µM; 96,000 tested, 0.11% active; AID 748;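 active = displacement above 50% at 20 µM plus a fluorescence interference ratio under 1.5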;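 note: plate controls were wells without compound for no effect and wells lacking Bcl-B protein for full effect; a part of the inactive calls stands beside numbers as strong as those of hits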
# MRP resist rev = compounds reversing MRP-mediated drug resistance. H69AR cells + 2 uM doxorubicin, CellTiter-Glo, 72 h. differential viability (reversal), % at 10 µM. 85,000 tested, 0.04% active;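 active = viability drop by adding the cancer drug above about 55%, with treated viability meeting a 40% cutoff, limit read from the data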;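 note: viability without doxorubicin minus viability with 2 µM doxorubicin for each compound; larger differential means the compound sensitizes cells more to doxorubicin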
# IL1B NFkB pot = enhances IL-1B driven NFkB nuclear translocation; HUVEC IL-1B NFkB p65 nuclear translocation imaging; activation, % at 2 µM; 94,000 tested, 0.3% active; AID 819;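 active = activation above 40%, about the mean plus 3 SD, also judged a hit on visual image review; inconclusive = activation above 40% but not a hit on visual review; inactive = activation not above 40% and no visual hit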;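 note: percent activation is computed from the nuclear over cytoplasmic p65 intensity ratio; values of inactives mirror those of a sister screen read the other way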
# NFkB transloc inh = blocks IL-1B driven NFkB nuclear translocation in HUVEC cells; inhibition, % at 2 µM; HUVEC IL-1B NFkB p65 nuclear translocation imaging; AID 796; 94,000 tested, 0.43% active;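 active = inhibition above about 30% together with a positive call from visual inspection of the well image, limit read from the data; inconclusive = inhibition above a set limit but visual check negative; inactive = inhibition not above a set limit, visual check negative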;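 note: nuclear over cytoplasmic p65 intensity ratio measured by imaging; 0% = IL-1B stimulated DMSO wells and 100% = unstimulated DMSO wells; values of inactives mirror those of a sister screen read the other way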
# PLAP inhibitors HTS = inhibition of human placental alkaline phosphatase – biochemical, luminescence, HTS (AID 690). purified PLAP, luminescent substrate; higher % means a stronger effect. one-dose inhibition, % at 20 µM; IC50 in µM for titrated hits. 96,000 tested, 0.08% active; in the data active = a potency from the dose series; inactive = the rest, 99 in 100 with inhibition below about 30%; note: strong numbers were not always called active
# MRP resist rev cytotoxicity = second read-out of MRP resist rev, no call of its own (marks repeat the call); viability, %; H69AR cells, CellTiter-Glo, 72 h; measured here: cytotoxicity without doxorubicin
# MRP resist rev with doxorubicin = further read-out of MRP resist rev, marked with its call; viability, %; measured here: viability with 2 uM doxorubicin; active compounds read low
# NFkB transloc inh cell count 2 µM = also measured in NFkB transloc inh; calls as there; cell count; measured here: cells passing quality filter;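 raw number of nuclei counted in each imaged well without normalization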
# IL1B NFkB pot cell count 2 µM = further read-out of IL1B NFkB pot, marked with its call; cell count; measured here: cells passing quality filter
# Numbers without * were called inactive; ? = inconclusive; . = not tested or not shown. Only part of the results is shown (hit frequency here may not be typical).
SMILES,Bcl-B displacement,MRP resist rev,MRP resist rev cytotoxicity,MRP resist rev with doxorubicin,IL1B NFkB pot,IL1B NFkB pot cell count 2 µM,NFkB transloc inh,NFkB transloc inh cell count 2 µM,PLAP inhibitors HTS
CCCCc1ccc(S(=O)(=O)Nc2cc(C)on2)cc1,3.9%,-5.9,95.5,101.4,17.9,119,-17.9,119,-10.1%
O=C(c1ccc(C(=O)N2CCCc3ccccc32)s1)N1CCCc2ccccc21,7.4%,.,.,.,-6.8,126,6.8,126,-48.5%
O=C(CCn1c(=O)c2ccccc2n(CC(=O)NC2CCCC2)c1=O)NCCc1ccc(Cl)cc1,-19.4%,15.4,98.6,83.1,-11.1,158,11.1,158,-23.2%
OCCCNCc1cccc2ccccc12,10.2%,-10.4,90.4,100.7,6.9,198,-6.9,198,-11.7%
O=C(Nc1c(Cl)cccc1Cl)c1cc(=O)n(Cc2ccccc2)c(=O)[nH]1,4.0%,.,.,.,4.7,167,-4.7,167,-2.5%
Cc1cccc2c(=O)c(C(=O)NCc3cccs3)c[nH]c12,.,-3.5,82.6,86.1,-8.4,72,8.4,72,.
NC(=O)c1ccccc1NC(=O)/C=C/C(=O)O,9.5%,6.9,115.5,108.6,-8.3,183,8.3,183,10.5%
OCCOCCNc1ncnc2nc[nH]c12,1.7%,6.4,88.9,82.5,.,.,.,.,-8.7%
C(=N\n1cnnc1)/c1ccc2c(c1)OCCO2,-2.1%,39.5,100.1,60.6,.,.,.,.,7.8%
Cc1cccc(NS(=O)(=O)c2ccc3c(c2)OCCO3)c1,3.3%,-17.4,77.6,95.0,21.4,84,-21.4,84,-16.3%
CC(=O)N1CCN(S(=O)(=O)c2ccccc2)C1c1ccccc1 (configuration not stated),-5.7%,23.0,96.8,73.8,6.9,191,-6.9,191,4.8%
CCCCOC(=O)C1C2C=CC3(CN(CCc4ccccc4)C(=O)C13)O2 (configuration not stated),.,1.2,91.5,90.2,2.1,73,-2.1,73,.
Cc1ccc(S(=O)(=O)CCC(=O)NCc2ccco2)cc1,0.0%,.,.,.,-21.6,186,21.6,186,-17.3%
CSCc1cc(N2CCOCC2)nc(SCc2ccc(Cl)cc2Cl)n1,-11.1%,.,.,.,2.7,129,-2.7,129,-7.1%
CC1(C)Cc2c(sc3c2c2ncnn2c2nnc(SCC(=O)NCc4ccco4)n32)CO1,6.8%,18.3,50.3,32.0,3.8,67,-3.8,67,1.8%

# Four of the compounds above, with bars between the fields.
smiles | Bcl-B displacement | MRP resist rev | MRP resist rev cytotoxicity | MRP resist rev with doxorubicin | IL1B NFkB pot | IL1B NFkB pot cell count 2 µM | NFkB transloc inh | NFkB transloc inh cell count 2 µM | PLAP inhibitors HTS
OCCCNCc1cccc2ccccc12 | 10.2% | -10.4 | 90.4 | 100.7 | 6.9 | 198 | -6.9 | 198 | -11.7%
O=C(Nc1c(Cl)cccc1Cl)c1cc(=O)n(Cc2ccccc2)c(=O)[nH]1 | 4.0% | . | . | . | 4.7 | 167 | -4.7 | 167 | -2.5%
NC(=O)c1ccccc1NC(=O)/C=C/C(=O)O | 9.5% | 6.9 | 115.5 | 108.6 | -8.3 | 183 | 8.3 | 183 | 10.5%
O=C(CCn1c(=O)c2ccccc2n(CC(=O)NC2CCCC2)c1=O)NCCc1ccc(Cl)cc1 | -19.4% | 15.4 | 98.6 | 83.1 | -11.1 | 158 | 11.1 | 158 | -23.2%

# Laid out differently: entries from further up
> OCCCNCc1cccc2ccccc12
  Bcl-B displacement: 10.2%	MRP resist rev: -10.4	MRP resist rev cytotoxicity: 90.4	MRP resist rev with doxorubicin: 100.7	IL1B NFkB pot: 6.9	IL1B NFkB pot cell count 2 µM: 198	NFkB transloc inh: -6.9	NFkB transloc inh cell count 2 µM: 198	PLAP inhibitors HTS: -11.7%
> O=C(Nc1c(Cl)cccc1Cl)c1cc(=O)n(Cc2ccccc2)c(=O)[nH]1
  Bcl-B displacement: 4.0%	MRP resist rev: .	MRP resist rev cytotoxicity: .	MRP resist rev with doxorubicin: .	IL1B NFkB pot: 4.7	IL1B NFkB pot cell count 2 µM: 167	NFkB transloc inh: -4.7	NFkB transloc inh cell count 2 µM: 167	PLAP inhibitors HTS: -2.5%

# (cont.)
SMILES,Bcl-B displacement,MRP resist rev,MRP resist rev cytotoxicity,MRP resist rev with doxorubicin,IL1B NFkB pot,IL1B NFkB pot cell count 2 µM,NFkB transloc inh,NFkB transloc inh cell count 2 µM,PLAP inhibitors HTS
COc1ccc(S(=O)(=O)N2Cc3ccccc3CC2C(=O)N2CCOCC2)cc1 (configuration not stated),4.8%,19.2,99.0,79.8,18.7,133,-18.7,133,11.8%
COC(=O)c1ccccc1N1C(=O)[C@@H]2C(c3ccc(F)cc3)=NO[C@@H]2C1=O,-5.4%,0.7,90.0,89.3,3.2,120,-3.2,120,-9.9%
Cc1sc2nc3c4ccccc4c(NCc4ccco4)nn3c(=O)c2c1C,14.1%,-16.8,34.0,50.8,4.8,180,-4.8,180,-51.2%
CCOC(=O)C1=NN(c2ccccc2)C2=NC(C)=C(C(=O)OC)C(c3cccs3)N12 (configuration not stated),.,-2.8,93.0,95.8,-2.5,152,2.5,152,.
CCOc1ccc(N(Cc2cc3ccc(C)cc3[nH]c2=O)C(=O)COC)cc1,1.5%,7.5,84.7,77.1,-2.0,148,2.0,148,-51.4%
CC(C(=O)N1c2ccccc2CCc2ccccc21)n1nnc(-c2ccc(N(C)C)cc2)n1 (configuration not stated),.,0.2,88.8,88.6,1.9,158,-1.9,158,.
COc1ccc(Cc2nnc(NC(=O)Cn3cnc4c3c(=O)n(C)c(=O)n4C)s2)cc1OC,-0.4%,-11.5,77.8,89.3,8.5,136,-8.5,136,-23.6%
Cn1c(C(=O)Nc2ccc3c(c2)OCCO3)cc2sccc21,2.1%,-19.8,83.1,102.9,5.5,95,-5.5,95,15.4%
O=C(CCC1CCCC1)NC1CCCCC1,-4.8%,-0.3,99.4,99.7,1.2,168,-1.2,168,-5.4%
COc1cccc(C(C(=O)Nc2ccc(F)cc2)N(C(=O)Cn2nnc3ccccc32)C2CC2)c1 (configuration not stated),-2.2%,.,.,.,-4.5,179,4.5,179,-25.8%
CCCN1Cc2cccc(C(=O)Nc3ccc(C)cc3)c2C1=O,-3.6%,3.7,87.9,84.1,-25.5,36,-7.0,133,-9.9%
COc1ccc(CC(=O)Nc2ccc(-c3cn4cccc(C)c4n3)cc2)cc1OC,8.1%,.,.,.,12.0,211,-12.0,211,4.5%
COc1ccccc1-c1c(C#N)c(SCC(=O)N2CCCC2)nc(C)c1C(N)=O,3.3%,-13.0,82.9,95.9,14.8,149,-14.8,149,12.4%
O=S(=O)(c1cccs1)N1CCN(CC(O)COC2CCCc3ccccc32)CC1 (configuration not stated),9.1%,-9.6,84.7,94.3,-19.5,203,19.5,203,-55.1%
CCOc1ccccc1OCCCCCc1c(C)n[nH]c1C,-4.4%,5.4,83.9,78.5,?,.,-50.2,150,-51.6%
O=C(CS(=O)(=O)c1ccccc1)Nc1nc(-c2ccccc2)cs1,-4.8%,3.5,72.0,68.4,-3.6,137,3.6,137,-33.1%
COc1ccc(Cl)cc1NC(=O)C(C)Sc1n[nH]c(N)n1 (configuration not stated),1.2%,5.5,89.1,83.6,8.3,150,-8.3,150,-80.7%
